Assay outcomes from PubChem.
KCNH2 WT inh: qHTS for Inhibitors of KCHN2 3.1: Wildtype qHTS; Voltage-gated inwardly rectifying potassium channel KCNH2 (Homo sapiens), Q12809; U2OS, BacMam KCNH2, thallium flux FluxOr; hits give low values; activity change, % at 1.84 µM; actives 0.37% (n = 340,000);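 active = maximum activity change below -70%; inconclusive = maximum activity change between -70% and -50%; inactive = maximum activity change above -50%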
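U2OS cells were transduced with wild-type KCNH2 virus (2.03 x 10^8 / mL) for 4 h at room temperature, then cultured overnight at 37 C. Thallium flux was read with FluxOr dye. Rate constants were normalized to DMSO controls.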
uPA generation: qHTS for Inhibitors of Cell Surface uPA Generation. cell surface uPA generation assay, qHTS. Potency, µM (top dose mostly 38.3 µM), inactives show at the top dose activity change, negative = inhibition, actives largely listed as inhibitors. actives 0.31% (n = 330,000); active = well fitted inhibition curve with a large enough effect; inconclusive = small, poorly fitted or top-dose-only effect; inactive = no such curve, though single readings can be large or run the other way; tested in mouse RAW 264.7 cells; also: potency is read from the fitted curve at half-maximal effect; nearly all actives have a fitted effect of over 55% in size
BCR signal inh: qHTS Assay to Find Inhibitors of Chronic Active B-Cell Receptor Signaling | ABC-DLBCL IkBa-CBG/CBR reporter, luminescence ratio, 4 h | Potency, µM (doses to about 46.1 µM), inactives show at the top dose ratio change, negative = lower green/red ratio, most hits filed as inhibitors | actives 0.05% (n = 340,000) | AID 493014, 2011; active = well fitted inhibition curve with a large enough effect in the signal ratio, with a control signal flat, not every such curve was filed as active; inconclusive = small, poorly fitted or top-dose-only effect, or effect the other way, or a change in a side signal; the % refers to the signal ratio;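 also: potency is read from the fitted curve at half-maximal effect; plate controls were basal doxycycline-induced cells for no effect and cells given 10 µM MG132 for full effect; MG132 reads +100%, hits lower the ratio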
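Concentration-response series (up to 46 uM) were applied to TMD8 dual-reporter cells for 4 h at 37C with doxycycline. Green/red ratio, after filter-overlap correction, defined %Activity; red signal alone was normalised to basal cells and zero luminescence.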
USP2a inh: qHTS Assay for Inhibitors of Ubiquitin-specific Protease USP2a Using CHOP2 as the Reporter; actives 0.01% (n = 330,000); USP2 core, Ub-CHOP2 coupled fluorogenic reporter, 485/531; Potency, µM (highest dose often 38.3 µM), for inactives: at the top dose activity change, negative = inhibition, actives largely listed as inhibitors;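 also: potency is read from the fitted curve at half-maximal effect; plate controls were DMSO wells for no effect and full inhibition by NEM control for full effect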
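Deubiquitinase activity read as fluorescence (485/531 nm) after Ub-CHOP2 cleavage activates the enterokinase reporter on its substrate; USP2 core 10nM, Ub-CHOP2 and substrate 25nM each, 30min compound preincubation then 60min RT; data normalized to NEM, curves fitted.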
B2AR arrestin: qHTS assay of beta-arrestin-biased ligands of beta2-adrenergic receptor; Potency, µM (highest dose often 46.1 µM), inactives show at the highest dose activation, actives largely listed as activators; Beta-2 adrenergic receptor (Homo sapiens), P07550; actives 0.02% (n = 330,000); beta-arrestin recruitment to beta2AR, cell-based reporter;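 also: potency is read from the fitted curve at half-maximal effect; 0% = DMSO controls and full agonism = EC100 isoproterenol or metaproterenol; nearly all actives have a fitted effect of over 65% in size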
KCNH2 3.1 inh: qHTS for Inhibitors of KCHN2 3.1: Mutant qHTS; Potassium voltage-gated channel subfamily H member 2, brain isoform KCNH2 3.1 (human); U2OS KCNH2 3.1, thallium flux FluxOr; hits give low values; activity change, % (tested at about 1.8 µM); actives 0.95% (n = 340,000);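 active = maximum activity change below -70%; inconclusive = maximum activity change from -70% to -50%; inactive = maximum activity change above -50%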;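 also: thallium influx rate constant from kinetic fluorescence after stimulation buffer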
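We transduce U2OS cells with the mutant 3.1 virus, culture them overnight, load FluxOr with Red40 quencher for 45 min, then add stimulation buffer and read kinetically for 2 min to derive a normalized rate constant.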
PKM2 act: qHTS Assay for Activators of Human Muscle isoform 2 Pyruvate Kinase. Pyruvate kinase PKM (Homo sapiens), P14618. purified PKM2, Kinase-Glo ATP luminescence, activation; response scale: 0% is enzyme alone, no compound. Potency, µM (series often up to 57.5 µM), for inactives: at the highest dose activation, actives largely listed as activators. actives 0.34% (n = 260,000). AID 1631, 2009; also: potency is read from the fitted curve at half-maximal effect; nearly all actives have a fitted effect of over 55% in size
Target sequence (P14618 whole entry, looked up, canonical isoform): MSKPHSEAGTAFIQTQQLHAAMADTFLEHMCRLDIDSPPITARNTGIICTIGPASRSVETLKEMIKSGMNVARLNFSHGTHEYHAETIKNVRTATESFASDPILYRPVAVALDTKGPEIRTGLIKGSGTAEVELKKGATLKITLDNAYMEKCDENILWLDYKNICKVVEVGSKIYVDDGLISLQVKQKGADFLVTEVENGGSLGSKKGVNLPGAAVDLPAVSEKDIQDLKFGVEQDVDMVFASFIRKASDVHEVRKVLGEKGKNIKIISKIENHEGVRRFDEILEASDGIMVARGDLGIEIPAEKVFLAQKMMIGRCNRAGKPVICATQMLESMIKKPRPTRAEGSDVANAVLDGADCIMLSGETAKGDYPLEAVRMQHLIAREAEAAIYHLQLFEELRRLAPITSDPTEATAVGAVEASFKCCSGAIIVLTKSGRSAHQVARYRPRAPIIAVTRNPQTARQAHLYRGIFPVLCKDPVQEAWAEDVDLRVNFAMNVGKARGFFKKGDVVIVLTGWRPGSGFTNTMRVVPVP
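ATP formation by purified human PK-M2, quantified via coupled luciferase luminescence after 1 h at room temperature with 0.1 mM ADP and 0.5 mM PEP final.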
GALK inh: qHTS Assay for Inhibitors of Human Galactokinase (GALK); P51570; Purified GALK, Kinase-Glo residual ATP luminescence; Potency, µM (doses to about 57.5 µM), for the others: at the highest dose activity change, negative = inhibition, hits mostly inhibitors; actives 0.007% (n = 270,000); also: potency is read from the fitted curve at half-maximal effect
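The enzyme phosphorylates galactose (100 uM) using ATP (35 uM); inhibition is detected as higher residual ATP, quantified by bioluminescence after 1 h reaction at room temperature, pH 8.0.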
Coupling enz: qHTS Assay for Inhibitors of Fructose-1,6-bisphosphate Aldolase from Giardia Lamblia: Coupling assay counterscreen; coupling enzyme system counterscreen, AmpLite Red fluorescence; activity change, negative = inhibition, % at 58.2 µM, hits read low; actives 0.67% (n = 290,000); in the data active = activity change below about -30%
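Coupling enzymes only (glyceraldehyde-3-phosphate) + compound, at 57.5 uM final, 10 min RT; add substrate/coupling/AmpLite Red mix, 20 min RT; fluorescence ex 525/em 598 nm. Actives flag coupling-system interference.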
Eya2 phos inh: qHTS Assay for Inhibitors of the Phosphatase Activity of Eya2; Potency, µM (highest dose often 76.9 µM), for the others: top-dose activity, negative = inhibition, usual class: inhibitors; Protein phosphatase EYA2 (Homo sapiens), O00167; actives 0.006% (n = 330,000); recombinant Eya2, OMFP fluorescence dephosphorylation (OMFP is methylfluorescein phosphate); AID 488837, 2010; also: potency is read from the fitted curve at half-maximal effect
Target sequence (O00167 whole entry, looked up): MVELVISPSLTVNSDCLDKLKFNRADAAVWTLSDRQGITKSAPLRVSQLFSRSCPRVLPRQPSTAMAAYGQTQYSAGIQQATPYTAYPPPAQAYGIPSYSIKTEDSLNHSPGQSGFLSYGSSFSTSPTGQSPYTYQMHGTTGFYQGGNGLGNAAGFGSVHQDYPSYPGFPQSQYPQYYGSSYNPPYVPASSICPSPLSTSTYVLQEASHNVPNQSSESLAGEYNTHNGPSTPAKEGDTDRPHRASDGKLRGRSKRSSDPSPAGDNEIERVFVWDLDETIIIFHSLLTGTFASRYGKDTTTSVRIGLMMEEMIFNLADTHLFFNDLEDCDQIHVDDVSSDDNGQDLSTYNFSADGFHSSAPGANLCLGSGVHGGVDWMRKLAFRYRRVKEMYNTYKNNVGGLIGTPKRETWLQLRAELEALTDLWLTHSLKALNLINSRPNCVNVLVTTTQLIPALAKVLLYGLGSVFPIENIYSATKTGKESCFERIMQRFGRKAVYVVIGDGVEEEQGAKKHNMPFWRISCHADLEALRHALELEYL
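Eya2 protein (added as 0.2 uM solution) was preincubated with compound for 10 min at ambient temperature in 50 mM HEPES pH 7.5, 50 mM NaCl, 5 uM MgCl2, 0.05% BSA, 1 mM DTT. OMFP (added at 50 uM) then reacted 10 min; fluorescence read at 485/525 nm.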
Giardia kill: Small Molecules that selectively kill Giardia lamblia: qHTS. Giardia lamblia trophozoite viability. activity change, % at 7.66 µM, hits read low. actives 0.15% (n = 340,000); in the data active = activity change below about -80%; inconclusive = between about -30% and that limit;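 also: parasites exposed to compound for two days anaerobically before the ATP read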
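Each well holds 100 Giardia trophozoites and compound. After two days (48 hrs) at 37 deg C in anaerobic conditions, ATP is quantified by luminescence.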
* marks the source's active call; other numbers are inactive results; ? = inconclusive; · = no result given; [ ] = another dose, or the depositor's remark. Unless noted, calls follow the shape of the dose curve; as a rule, active = well fitted curve in the direction sought with a large enough effect; inconclusive = small, poorly fitted or top-dose-only effect, or another doubt; inactive = no such curve, though single readings can be large; an effect the other way counts as inactive or inconclusive. Unless noted, % is scaled to controls: 0 for no effect and ±100 for the full control effect.

SMILES	KCNH2 WT inh	KCNH2 3.1 inh	PKM2 act	USP2a inh	BCR signal inh	Coupling enz	Eya2 phos inh	Giardia kill	uPA generation	GALK inh	B2AR arrestin
O=C(NCc1ccco1)C(Cc1ccccc1)NS(=O)(=O)c1cccc2nsnc12 (configuration not stated)	2	7	0%	-4%	-2%	0	3%	2	1%	3%	0.0%
N#CCCn1cc(C(=O)N2CCCCC2)c(-c2cccc([N+](=O)[O-])c2)n1	2	25	-10%	2%	4%	2	-1%	-5	-8%	0%	-0.2%
Cc1nn(CC(=O)c2ccccc2)c(=O)c2nn(-c3ccccc3F)c(C)c12	-7	-1	8%	2%	-8%	10	7%	10	-4%	·	-0.2%
CCOC(=O)N1CCN(CC(O)COc2ccccc2[N+](=O)[O-])CC1 (configuration not stated)	9	-14	·	0%	5%	3	-3%	5	9%	-1%	-1.0%
Cc1nc2c3cc(F)ccc3n(Cc3ccccc3F)c2s1	2	-8	-8%	-2%	?	-10	1%	2	-14%	1%	0.0%
Cc1cc(NC(=O)CCCN2C(=O)/C(=C\c3cccs3)SC2=S)no1	2	-3	-2%	-4%	?	0	-4%	14	-6%	1%	0.3%
CCCc1cc(=O)oc2cc(OC(C)C(=O)NCC3CCC(C(=O)O)CC3)c(Cl)cc12 (configuration not stated)	4	-1	0%	-4%	-4%	2	0%	4	-1%	·	-0.8%
O=C1NN=C(c2ccc(Br)cc2)CC1c1ccc(Cl)cc1 (configuration not stated)	8	-28	2%	-2%	10%	3	?	-19	1%	-1%	-0.7%

Results in uPA generation, for 2 of the compounds above:
compound	uPA generation
Cc1cc(NC(=O)CCCN2C(=O)/C(=C\c3cccs3)SC2=S)no1	-6%
N#CCCn1cc(C(=O)N2CCCCC2)c(-c2cccc([N+](=O)[O-])c2)n1	-8%

(further entries)
SMILES	KCNH2 WT inh	KCNH2 3.1 inh	PKM2 act	USP2a inh	BCR signal inh	Coupling enz	Eya2 phos inh	Giardia kill	uPA generation	GALK inh	B2AR arrestin
N#Cc1ccc(CNc2cnccn2)cc1	-5	4	-4%	-1%	5%	-2	-10%	-8	·	0%	0.5%
CCOC(=O)COc1ccc(S(=O)(=O)NCCC2=CCCCC2)cc1	1	26	-1%	1%	?	5	1%	-1	4%	3%	-0.1%
CCn1ncc(/C=N/NC(=O)c2cc(Cl)ccc2OC)c1C	-3	-8	0%	2%	0%	2	-3%	-5	-3%	1%	-0.2%
COc1ccc(C2C(C#N)=C(N)OC3=C2C(=O)CC(C)(C)C3)cc1Cn1cc([N+](=O)[O-])cn1 (configuration not stated)	1	-2	-8%	4%	3%	1	3%	9	-9%	-1%	-0.7%
O=S(=O)(c1ccccc1)n1ccc2ccccc21	2	-16	15%	1%	-8%	-17	-4%	-9	8%	5%	-0.2%
Cc1ccc(-n2c(C)cc(C(=O)COC(=O)c3ccc[nH]c3=O)c2C)cc1C	-2	-16	-10%	3%	4%	2	-1%	-2	-10%	1%	0.0%
Cc1cccc2sc(NNC(=O)c3ccc(S(=O)(=O)N4CCc5ccccc5C4)cc3)nc12	3	1	-22%	-16%	-3%	-1	3%	12	?	·	0.1%
O=C1CCN(CCCc2ccccc2)CCN1[C@H](CO)Cc1ccccc1	13	-15	-1%	-1%	-10%	-2	13%	-12	-13%	·	0.3%
O=C1CCC([N+](=O)[O-])C(c2ccccc2F)N1 (configuration not stated)	6	-5	·	1%	1%	0	-8%	-5	-1%	-2%	0.2%
Cc1ccccc1N(CC(=O)N1CCN(c2ccccc2)CC1)S(C)(=O)=O	-1	-1	13%	-1%	2%	2	17%	-7	-1%	-2%	-2.0%
CC1CC2(CC(C)(C(=O)CSc3n[nH]c(-c4ccccc4Cl)n3)OC2=O)C(=O)O1 (configuration not stated)	-2	-15	3%	1%	0%	2	7%	14	-6%	0%	-0.2%
CCCCCCC(=O)NC(Nc1ccc(S(N)(=O)=O)cc1)C(Cl)(Cl)Cl (configuration not stated)	-7	-1	-4%	1%	0%	-2	12%	-1	-1%	-5%	-0.1%
CCCn1nnc(NC(=O)c2ccc(OC)cc2)n1	8	-6	-10%	3%	2%	3	7%	-15	-1%	0%	-1.2%
CCN(CC(=O)Nc1c(F)cccc1F)C(=O)CN(C)S(=O)(=O)c1ccc(F)cc1	1	27	·	-1%	-2%	·	-17%	6	6%	·	-0.3%
COc1ccc(CCNC(=O)Cn2c(=O)n(-c3cc(F)ccc3F)c(=O)c3sccc32)cc1OC	-24	5	-24%	-2%	-8%	0	-20%	10	5%	5%	-0.2%
COc1cccc(CNC(=O)c2ccc(S(=O)(=O)N3CCCC3)cc2)c1	-9	0	9%	-1%	15%	2	9%	-14	1%	-2%	-0.1%
Cc1cc(C)n2nc(SCC#N)nc2n1	3	0	6%	-1%	-2%	-3	-5%	-23	-2%	1%	-0.4%
CCOC(=O)N1CCN(C(=O)CN(Cc2ccccc2)S(=O)(=O)c2ccc(OC)c(C)c2)CC1	6	13	-3%	1%	11%	4	-17%	4	-4%	-1%	-0.3%
CCN1C(=O)N[C@@H](c2cccc(F)c2)C(C(C)=O)=C1C	-6	5	-3%[11.5 µM]	·	·	-3	·	10	13%	·	·
COc1ccc(CC(=O)Nc2nc(-c3ccncc3)cs2)cc1	2	-2	-5%	1%	6%	-2	2%	6	4%	8%	0.0%
COc1cc(CN2CCN(CC3CC3)CC2CCO)cc(OC)c1 (configuration not stated)	-3	10	-2%	0%	-1%	1	5%	48[activator]	0%	-6%	-0.3%
COc1ccc(O)c(/C=C2/SC(=S)N(Cc3ccccc3)C2=O)c1	10	8	·	-2%	1%	0	1%	-26	-3%	-1%	-0.4%
COc1cc(S(=O)(=O)Nc2c(C)nn(C)c2C)ccc1NC(C)=O	-7	6	·	3%	1%	·	23%	13	5%	·	0.0%
O=C(C1CCCO1)N1CCc2ccccc21 (configuration not stated)	-7	1	0%	-1%	12%	-1	5%	-10	1%	1%	-0.2%
CC(C)(C)NS(=O)(=O)c1ccc(NC(=O)C2CCCO2)cc1 (configuration not stated)	-5	-3	2%	0%	-3%	-1	11%	3	-4%	-4%	0.0%
CC1CCC(C(=O)NC(C(=O)NCCN2CCC(C)CC2)C(C)C)CC1 (configuration not stated)	-5	-47	0%	3%	-2%	1	11%	-24	8%	1%	-2.0%
COc1cccc(NC(=O)CSc2nnc(-c3cccnc3)o2)c1	6	15	·	1%	?	·	12%	28	-3%	·	-0.4%
Cc1ncc(CO)c2cc(C(=O)Nc3cccc(F)c3)c(=Nc3cccc(C(N)=O)c3)oc12	-1	-22	·	0%	0%	-2	6%	5	2%	·	-0.3%
Cc1nn(S(=O)(=O)N2CCOCC2)c(C)c1Br	7	31	0%	0%	0%	3	7%	-10	4%	1%	0.2%
Cc1cc(/C=C2/NC(=O)NC2=O)c(C)n1-c1cccnc1	-8	6	-3%	-2%	3%	2	2%	8	-2%	-5%	-0.2%
CC(C)Cn1nc(NC(=O)C2CCCO2)c2cc3ccccc3nc21 (configuration not stated)	3	5	-2%	0%	?	0	2%	-20	1%	2%	-0.2%
O=S(=O)(NCc1csc(-c2cccnc2)n1)c1ccc(F)cc1	-2	-1	·	-1%	2%	-1	-17%	7	4%	0%	0.4%
COc1ccc(/C(C#N)=C/c2c(-c3ccc(Cl)cc3)nc3c(C)cccn23)cc1	-2	-1	1%	1%	2%	-3	-8%	9	9%	-2%	-2.9%
Cc1ccccc1N1C(=O)c2ccccc2C1Nc1cccnc1 (configuration not stated)	-4	-4	-11%	-1%	?	1	-17%	-4	-19%	0%	-0.1%
CCOC(=O)C1(CCCCCCOc2ccc(Cl)cc2)CO1 (configuration not stated)	·	·	1%	10%	10%	5	-1%	·	·	1%	0.0%
Cc1ccc(NC(=O)CCC(=O)c2ccc(Br)cc2)cc1	3	-2	·	3%	2%	2	5%	-26	-6%	-1%	-0.4%
O=C(O)c1cccc(N2C(=O)c3ccc(Oc4ccc(Cl)cc4)cc3C2=O)c1	-10	2	-1%	-2%	?	14	11%	-12	3%	-1%	0.4%
COc1cc(OC)c(NC(=O)CCNS(=O)(=O)c2ccc3c(c2)oc(=O)n3C)cc1Cl	·	-15	?	1%	-10%	1	-21%	?	11%	4%	-1.0%
